Compound activity from PubChem BioAssay.
PPARg SRC-2 ag: PPARgamma-driven SRC-2 recruitment agonism | P37231 | PPARgamma LBD-SRC-2 recruitment, biochemical | activation, % at 8 µM | actives 0.34% (n = 200,000) | AID 1032; in the data active = activation above about 22%;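 note: 0% = vehicle and 100% = reference agonist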
Target sequence (P37231 whole entry, looked up, the tested form may be a part): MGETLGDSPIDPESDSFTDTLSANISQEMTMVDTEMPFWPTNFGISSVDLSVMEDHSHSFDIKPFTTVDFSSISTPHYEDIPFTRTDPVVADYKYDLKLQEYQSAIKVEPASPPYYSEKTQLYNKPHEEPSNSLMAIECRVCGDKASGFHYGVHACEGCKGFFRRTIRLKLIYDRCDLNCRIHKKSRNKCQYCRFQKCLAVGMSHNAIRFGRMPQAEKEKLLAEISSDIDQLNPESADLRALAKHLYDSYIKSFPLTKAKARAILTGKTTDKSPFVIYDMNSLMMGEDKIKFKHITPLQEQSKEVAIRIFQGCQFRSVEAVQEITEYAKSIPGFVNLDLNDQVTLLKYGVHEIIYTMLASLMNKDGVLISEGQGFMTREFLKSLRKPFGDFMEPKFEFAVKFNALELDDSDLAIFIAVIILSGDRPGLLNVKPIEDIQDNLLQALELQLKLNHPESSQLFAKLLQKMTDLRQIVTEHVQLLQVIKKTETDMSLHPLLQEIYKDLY
TNAP act hiacc: increases human TNAP activity under high phosphate acceptor concentration. 200,000 tested, under 10 active. purified TNAP, CDP-star luminescence, 1 M DEA, 30 min; hits give high values; 0 = EDTA background, 1 = DMSO-only activity. activation factor at 20 µM;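 active = activation factor at least 2 at 20 µM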
Target sequence (P05186 whole entry, looked up): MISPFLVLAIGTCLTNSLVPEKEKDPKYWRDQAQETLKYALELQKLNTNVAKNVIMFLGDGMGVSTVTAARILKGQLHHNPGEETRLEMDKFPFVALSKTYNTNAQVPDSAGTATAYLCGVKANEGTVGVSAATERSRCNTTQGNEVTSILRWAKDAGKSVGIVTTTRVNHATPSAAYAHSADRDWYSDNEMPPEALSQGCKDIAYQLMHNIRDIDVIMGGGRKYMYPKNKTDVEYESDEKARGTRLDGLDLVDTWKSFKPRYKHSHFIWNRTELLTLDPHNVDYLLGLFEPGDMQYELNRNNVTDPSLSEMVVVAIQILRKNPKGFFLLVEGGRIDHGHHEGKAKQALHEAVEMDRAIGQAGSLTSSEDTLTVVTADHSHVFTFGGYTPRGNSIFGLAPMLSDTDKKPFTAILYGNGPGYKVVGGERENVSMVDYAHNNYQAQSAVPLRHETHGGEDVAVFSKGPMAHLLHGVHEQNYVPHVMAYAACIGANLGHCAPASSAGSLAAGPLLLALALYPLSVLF
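Test system – human TNAP · Doses – 20 µM single point · Incubation – 30 min, room temperature · Signal – luminescent substrate turnover signal · Read-out basis – activation factor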
ROMK mod: human ROMK K+ channel modulation, primary screen; Tet-inducible ROMK, thallium flux fluorescence; actives lie on both sides; P48048; B-score at 10 µM; actives 2% (n = 130,000);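 active = signal ratio slope over the read window, or its plate-corrected B-score, at least 3 SD from the plate mean, either direction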;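 note: B-score of the F/F0 ratio slope over 7 to 12 s after thallium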
PPARg SRC1 recr: agonists of human PPARgamma SRC-1 coactivator recruitment. AID 631. activation, % at 8 µM. P37231. actives 0.41% (n = 200,000). PPARgamma-SRC-1 coactivator recruitment biochemical assay; in the data active = activation above about 19%;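 note: 0% = DMSO and 100% = reference agonist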
bIAP inh: intestinal alkaline phosphatase (bovine) inhibition; purified bovine IAP, CDP-star luminescence, 30 min; inhibition, % at 20 µM; 190,000 tested, under 10 active; AID 1019;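 active = over 50% inhibition of intestinal alkaline phosphatase at 20 µM in the single-dose screen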
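Assay system: bovine IAP enzyme; medium: DEA buffer 100 mM, pH 9.8, with MgCl2 1.0 mM, ZnCl2 0.02 mM; doses: 20 µM single dose; incubation: enzyme reaction for 30 min at room temperature; detection: CDP-star luminescence signal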
STAT3 blocker: reduces IL-6 driven STAT3 reporter signal; U3A cells, IL-6 STAT3-luciferase reporter, luminescence; host cell line lacks STAT1; actives 0.89% (n = 190,000); inhibition, % at 5.5 µM; AID 862;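 active = inhibition above the mean inhibition across all screened compounds plus 3 SD, cut at about 44% in these data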;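 note: 0% = DMSO only wells and 100% = 100 µM nifuroxazide control wells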
PPARg SRC-3 ag: promotes SRC-3 coactivator recruitment by human PPARgamma; actives 0.26% (n = 200,000); biochemical PPARgamma/SRC-3 coactivator recruitment assay; activation, % at 8 µM; in the data active = activation above about 23%;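 note: 0% = DMSO and 100% = reference agonist; some compounds past the cut are filed as inactive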
STAT1 blocker: inhibitors of IFN-gamma induced STAT1 signaling; inhibition, % at 5.5 µM; NIH 3T3 STAT1-luciferase reporter, luminescence; actives 0.35% (n = 200,000);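 active = inhibition above a set limit, the mean inhibition across all tested compounds plus 3 SD, cut at about 34% in these data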;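 note: 0% = IFN-gamma with DMSO and 100% = IFN-gamma with 300 µM nifuroxazide; values of inactives mirror those of a sister screen read the other way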
SRC2 TRFRET art: flags TR-FRET format artefacts in PPARgamma SRC-2 recruitment agonist screen; TR-FRET artefact counter-screen; hits give high values; TR-FRET ratio at 8 µM; actives 0.4% (n = 200,000); AID 1049; in the data active = TR-FRET ratio above about 2000; note: inactives centre near 1500
bIAP activator: intestinal alkaline phosphatase (bovine) activation | purified bovine IAP, CDP-star luminescence, 30 min; hits give high values; fold of DMSO-control signal, blank-subtracted | activation factor at 20 µM | actives 0.17% (n = 200,000);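 active = activation factor of 2 or more at 20 µM, a signal rise over negative controls twice the positive control's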
STAT3 act: activators of IL-6 induced STAT3 signaling | AID 871 | U3A cells, IL-6 STAT3-luciferase reporter, luminescence; 100% = signal with IL-6 EC80 alone | activation (% of control), % at 5.6 µM | actives 0.91% (n = 190,000);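 active = activation above the screen-wide mean of compound activation plus 3 SD, cut at about 130% in these data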;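 note: 0% = background luminescence of wells with medium and substrate only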
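Material: STAT3-luciferase reporter U3A cells. Controls: IL-6-treated wells, 100% activation. Read-out: % activation versus median of IL-6-stimulated wells. Probe or stimulus: IL-6 stimulus at 33 ng/mL final. Timing: compound 1 h, then IL-6 6 h at 37 °C. Signal: reporter luminescence signal.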
* = called active by the depositor; . = not tested or not shown. The order is random, and some 3.7% of all compounds hit somewhere here.

SMILES | PPARg SRC-2 ag | TNAP act hiacc | ROMK mod | PPARg SRC1 recr | bIAP inh | STAT3 blocker | PPARg SRC-3 ag | STAT1 blocker | SRC2 TRFRET art | bIAP activator | STAT3 act
Cc1cc(S(=O)(=O)N(Cc2cccs2)Cc2ccccc2F)ccc1-n1cnnn1 | -4.9 | 1 | 0.192 | 7.7 | 7.6 | 28.9 | -9.8 | 2.0 | 1411 | 0.9 | 78.0
Cc1nonc1N1CCN(Cc2cn[nH]c2-c2ccc3c(c2)OCO3)CC1 | 13.7 | 1 | -0.492 | 8.9 | 4.1 | 10.8 | 2.9 | 3.0 | 1759 | 1 | 94.3
CC(NC(=O)CN(c1cccc(C(F)(F)F)c1)S(=O)(=O)c1ccc(Cl)c([N+](=O)[O-])c1)c1ccccc1 (centres undefined) | 11.4 | 1 | -0.562 | 6.4 | 11.7 | 9.6 | 7.2 | 8.0 | 1518 | 0.9 | 93.1
CCOC(=O)c1c(C)nc(C)c(C(=O)OCC)c1-c1ccccc1 | -0.1 | 1 | -2.17 | 5.2 | 6.1 | -1.1 | -3.6 | -1.2 | 1471 | 0.9 | 106.5
CCOC(=O)C1(CC2CCCCO2)CCN(S(=O)(=O)c2ccsc2)CC1 (centres undefined) | -2.3 | 1 | -0.444 | 5.9 | 0.8 | 2.1 | 3.4 | -7.7 | 1531 | 1 | 104.5
Cc1ccccc1C(=O)NNC(=S)NC(=O)c1ccc(Cl)cc1Cl | 3.0 | 0.9 | 4.9* | 2.3 | 1.6 | -12.4 | -2.2 | -5.5 | 1502 | 1 | 110.5
O=C(O)c1cc(-c2cccc(Cl)c2)nc2nc(N3CCCCC3)sc12 | 2.4 | 1 | 0.636 | 4.0 | -0.3 | -0.6 | 3.8 | 10.1 | 1671 | 1 | 98.6
O=C(c1ccc(N2CCOCC2)cc1)c1cccs1 | 8.2 | 1 | -1.33 | 2.7 | 7.5 | 39.3 | -0.6 | -43.9 | 1528 | 0.9 | 67.2
O=C(NN=C1CCCCCCC1)c1ccc2ccccc2n1 | -5.9 | 1 | -1.2 | -10.0 | -45.3 | -62.9 | -0.1 | -12.1 | 1535 | 1.5 | 153.8*
NNc1nc(Nc2ccccc2)nc(Nc2ccccc2)n1 | 2.0 | 1 | -1.81 | -1.8 | -27.4 | 13.7 | 4.2 | -20.5 | 1645 | 1.3 | 94.5
O=C(CNC(=O)C1CCCCC1)NCCCO | 0.4 | 1 | -0.0374 | 6.5 | 8.6 | -6.6 | -1.8 | 1.7 | 1679 | 0.9 | 108.2
CC(=O)Nc1ccc(S(=O)(=O)N(C)CC(=O)OCC(=O)N2CCc3ccccc32)cc1 | 0.8 | 1 | 0.688 | -2.6 | -0.3 | 20.1 | 4.3 | -2.4 | 1507 | 1 | 87.4
CCC(C)n1ncn(-c2ccc(N3CCN(c4ccc(O)cc4)CC3)cc2)c1=O (centres undefined) | -2.6 | 1 | 0.178 | -4.4 | 1.4 | -1.8 | 2.3 | -3.1 | 1431 | 1 | 105.8
Cc1cc(C)nc(NNC2=CC(=O)CC(C)(C)C2)n1 | -0.8 | 0.9 | -0.692 | -1.8 | -6.5 | 5.8 | -1.1 | -16.0 | 1614 | 1.1 | 101.6
CC(C)(C)C1CCc2onc(C(=O)NC3CCCC3)c2C1 (centres undefined) | 7.7 | 1 | . | 0.8 | 1.2 | 18.1 | 0.4 | -1.6 | 1512 | 1 | 87.9
O=C(NCCN1CCOCC1)c1cc2c(=O)n3ccccc3nc2n1Cc1ccccc1 | 8.1 | 1 | . | 4.0 | -8.2 | 8.0 | 8.1 | 0.1 | 1650 | 1.1 | 97.7
O=C(CCN1C(=O)c2ccccc2C1=O)NCCN1CCOCC1 | 6.8 | 1 | . | 5.5 | 2.4 | 7.9 | 9.3 | -5.0 | 1559 | 1 | 98.1
FC(F)(F)c1cccc(Cc2noc(CN3CCSCC3)n2)c1 | -4.9 | 1 | -0.0897 | 6.8 | 19.4 | 11.2 | -5.4 | -3.2 | 1625 | 0.8 | 93.9
CCOc1ccc(N2C(=O)CC(Sc3nc(C)cc(C)c3C#N)C2=O)cc1 (centres undefined) | -3.6 | 1 | . | 1.2 | -2.5 | 14.5 | 1.2 | 5.3 | 1230 | 1 | 93.8
COc1ccc(C2(CNC(=O)/C=C/c3ccco3)CCCC2)cc1OC | -1.8 | 1 | . | 0.0 | 6.6 | -7.2 | 4.5 | -0.7 | 1476 | 0.9 | 109.8
COc1cc2c(cc1OC)CN(C(=O)CSc1nc(C)cc(C)c1C#N)CC2 | 5.0 | 1 | -0.057 | -4.8 | -17.2 | 7.7 | 3.6 | 8.7 | 1591 | 1.2 | 96.7
CCOc1ccccc1Nc1ccnc2cc(Cl)ccc12 | -3.1 | 1.1 | 0.803 | -12.1 | 16.2 | -3.5 | 0.5 | 4.2 | 1487 | 0.8 | 105.0
O=C(COC(=O)c1cccnc1Nc1cccc(C(F)(F)F)c1)NCc1ccc2c(c1)OCO2 | -9.8 | 1.1 | . | 1.6 | -5.4 | -7.1 | -14.3 | -10.1 | 1331 | 1.1 | 108.0
COC(=O)CN(C#N)c1nc(C)cc(C)n1 | 1.6 | 1 | . | -2.4 | . | 8.7 | 0.9 | -4.9 | 1532 | 0.5 | 93.5
CCOC(=O)N1CCN(CC(=O)Nc2ccc(F)cc2)CC1 | -1.3 | 1.1 | 0.504 | 2.9 | 13.3 | -0.7 | 0.1 | 3.4 | 1489 | 0.9 | 108.3

Next section; the last 3 above are carried over.
SMILES | PPARg SRC-2 ag | TNAP act hiacc | ROMK mod | PPARg SRC1 recr | bIAP inh | STAT3 blocker | PPARg SRC-3 ag | STAT1 blocker | SRC2 TRFRET art | bIAP activator | STAT3 act
O=C(COC(=O)c1cccnc1Nc1cccc(C(F)(F)F)c1)NCc1ccc2c(c1)OCO2 | -9.8 | 1.1 | . | 1.6 | -5.4 | -7.1 | -14.3 | -10.1 | 1331 | 1.1 | 108.0
COC(=O)CN(C#N)c1nc(C)cc(C)n1 | 1.6 | 1 | . | -2.4 | . | 8.7 | 0.9 | -4.9 | 1532 | 0.5 | 93.5
CCOC(=O)N1CCN(CC(=O)Nc2ccc(F)cc2)CC1 | -1.3 | 1.1 | 0.504 | 2.9 | 13.3 | -0.7 | 0.1 | 3.4 | 1489 | 0.9 | 108.3
Cc1cc(C(=O)CN2C(=O)NC3(CCCC3)C2=O)c(C)n1-c1ccc2c(c1)OCO2 | 1.9 | 1.1 | . | -2.4 | 15.2 | -26.8 | 6.6 | -1.6 | 1416 | 0.8 | 117.8
OC1(C(F)(F)F)CC(O)(C(F)(F)F)n2nc(-c3ccccc3)cc2N1 (centres undefined) | 2.9 | 1 | -0.453 | 2.9 | 5.4 | -10.4 | 5.7 | -4.1 | 1611 | 0.9 | 111.9
COc1ccc(-n2c(Cc3cccn3C)nnc2SCC(=O)NCc2ccco2)cc1 | -9.7 | 1.1 | . | 0.0 | -1.1 | -14.2 | -1.1 | -4.8 | 1603 | 1 | 111.8
CC(=O)Nc1ccc(N2S(=O)(=O)c3ccccc3S2(=O)=O)cc1 | 3.3 | 1 | . | 0.5 | 7.3 | 6.1 | -0.2 | 5.8 | 1547 | 0.9 | 100.4
CNC(=O)c1nc[nH]c1C(=O)NC | 10.6 | 1 | -0.304 | 1.9 | -5.1 | -0.1 | 7.0 | 0.3 | 1587 | 1.1 | 100.2
CCOC(=O)CCP(=O)(O)C(C)(O)c1ccccc1 (centres undefined) | 1.5 | 1.1 | 0.175 | -4.7 | 6.7 | 0.3 | -14.1 | -0.9 | 1313 | 0.9 | 105.9
O=C(COc1ccc(Cl)cc1)NNC(=O)c1ccccn1 | 7.7 | 1 | . | 4.2 | -10.2 | 12.7 | -5.0 | 4.5 | 1567 | 1.1 | 94.6
O=C(CC(=O)NC1CCCCC1)N/N=C/c1cccc2ccccc12 | 2.4 | 1 | . | 9.0 | 10.5 | 8.8 | 1.0 | 2.8 | 1677 | 0.9 | 97.4
O=C(Cc1c(F)cccc1Cl)Nc1ccncc1 | 7.6 | 1 | -0.354 | -7.6 | 7.6 | 13.0 | 2.9 | 8.8 | 1417 | 0.9 | 92.6
Cc1ccc2c(c1)c1c3n2CCN(C(=O)CN2CCN(C)CC2)C3CCC1 (centres undefined) | -3.1 | 1.1 | . | 2.4 | -3.6 | 6.4 | -4.8 | 5.2 | 1334 | 1 | 100.1
COc1ccc(C)cc1NC(=S)N1CCN(c2ncccn2)CC1 | 13.5 | 1.1 | -0.0485 | -1.9 | 4.5 | -2.9 | 0.9 | -8.0 | 1523 | 1 | 111.5
CC(=O)N(CCN1CCOCC1)Cc1cc2cc3c(cc2nc1Cl)OCO3 | 2.6 | 1 | 0.589 | 4.7 | -4.2 | -4.4 | 1.8 | 10.4 | 1654 | 1 | 105.7
COC(=O)[C@@]1(Cc2ccc(OC)cc2)[C@H]2c3cc(C(=O)N4CCCC4)n(Cc4ccc(C)o4)c3C[C@H]2CN1C(=O)c1ccccc1 | -6.4 | 1 | -1.96 | 1.3 | -12.2 | -2.3 | 0.9 | -5.1 | 1393 | 1.1 | 99.6
CCC1(C)SC(NC(C)=O)=NN1C(C)=O (centres undefined) | 10.3 | 1 | -0.535 | 11.1 | -3.4 | 1.2 | -1.2 | 4.2 | 1830 | 1 | 99.5
CN(C(=O)Nc1ccc(Cl)cc1)c1c2c(nn1C)CCCC2 | 7.7 | 1 | . | 1.4 | 8.6 | 5.0 | 2.5 | 1.4 | 1600 | 0.9 | 100.9
Cc1cc(C)n(-c2ccc(C(=O)OCC(=O)N(CC(C)C)C3CCS(=O)(=O)C3)cc2)n1 (centres undefined) | -0.1 | 1 | . | 1.2 | -9.5 | 14.3 | -2.6 | -8.3 | 1536 | 1.1 | 90.7
CCOc1cc(N2CCOCC2)c(OCC)cc1NC(=O)Cn1[nH]c(=O)c2ccccc2c1=O | 3.0 | 1 | 0.463 | 5.3 | 12.3 | 7.9 | 6.5 | -1.0 | 1580 | 0.9 | 96.7
COc1cccc(C(=O)NC2CCN(CC(=O)Nc3c(C)cc(C)cc3C)CC2)c1 | 4.6 | 1 | -0.158 | 9.3 | -5.9 | -1.8 | 2.9 | 2.5 | 1541 | 1.1 | 103.6
COc1ccc(/C=C2\SC(=S)N(CCCC(=O)Nc3ccccn3)C2=O)cc1OC | 9.9 | 0.9 | . | 12.9 | -9.5 | 5.9 | -0.7 | 10.5 | 1638 | 1.1 | 96.9
O=C(Cc1cccs1)N(Cc1ccco1)C1(C(=O)NC2CCCC2)CCCCC1 | -10.0 | 1 | . | -3.9 | 3.5 | -1.5 | -1.7 | 0.1 | 1443 | 1 | 106.9
Cc1cccc(Oc2ccccc2NC(=O)c2cnccn2)c1 | 0.1 | 1 | -0.223 | 5.5 | 4.5 | 4.2 | 6.5 | -8.5 | 1562 | 1 | 99.4
